Screening results deposited in PubChem by National Center for Advancing Translational Sciences (NCATS).
Sm TGR inh: qHTS Assay for the Inhibitors of Schistosoma Mansoni Peroxiredoxins. Schistosoma mansoni thioredoxin glutathione reductase (TGR), Q962Y6. purified TGR, DTNB reduction, TNB absorbance 405 nm. Potency, µM (series often up to 114 µM), inactives show at the highest dose activity change, negative = inhibition, most hits filed as inhibitors. 360,000 tested, 3% active; also: potency is read from the fitted curve at half-maximal effect; % is scaled to controls: 0 for no effect and ±100 for the full control effect; nearly all actives have a fitted effect of over 60% in size
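First, TGR (20 nM dispensed) and NADPH were mixed with compound. Second, a 15 min room-temperature incubation followed. Third, further NADPH and then DTNB were added to start the reaction. Finally, TNB absorbance was monitored kinetically.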
Giardia FBPA inh: qHTS Assay for Inhibitors of Fructose-1,6-bisphosphate Aldolase from Giardia Lamblia; purified Giardia FBPA; Potency, µM (titrated, usually from 59.6 µM), for the others: top-dose activity, negative = inhibition, hits mostly inhibitors; 290,000 tested, 0.71% active; AID 2451, 2010; also: potency is read from the fitted curve at half-maximal effect; % is scaled to controls: 0 for no effect and ±100 for the full control effect; nearly all actives have a fitted effect of over 55% in size
Target sequence (A8B2U2 whole entry, looked up): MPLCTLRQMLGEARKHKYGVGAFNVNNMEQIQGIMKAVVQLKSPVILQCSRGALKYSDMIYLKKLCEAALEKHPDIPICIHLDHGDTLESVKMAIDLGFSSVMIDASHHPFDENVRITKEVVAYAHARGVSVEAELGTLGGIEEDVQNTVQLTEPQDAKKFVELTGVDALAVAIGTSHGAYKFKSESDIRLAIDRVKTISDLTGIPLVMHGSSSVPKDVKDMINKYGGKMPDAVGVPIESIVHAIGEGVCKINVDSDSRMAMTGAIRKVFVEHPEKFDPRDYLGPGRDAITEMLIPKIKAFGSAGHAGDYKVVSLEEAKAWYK
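Giardia FBPA (40 nM reagent) was preincubated 10 min at RT with compound (up to 57.5 uM final), then substrate plus GAPDH/TPI/NAD/arsenate coupling system with diaphorase/resazurin was added; resorufin fluorescence (525/598 nm) was read after 20 min.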
CHX counter: Cycloheximide Counterscreen for Small Molecule Inhibitors of Shiga Toxin | cell reporter, cycloheximide protein synthesis inhibition counterscreen | max response, % | 300,000 tested, 12% active; in the data active = max response mostly above about 13%, no sharp cut-off; inactive = mostly below about 14%; also: read at 38.3 µM for the half of the compounds with a filed dose; 0% is about no effect
Shiga inhibitor: A qHTS for Small Molecule Inhibitors of Shiga Toxin | Vero cells, Shiga toxin protein synthesis inhibition reporter | inhibition, % at 38.7 µM | 290,000 tested, 9.2% active | AID 2315, 2010; in the data active = inhibition mostly above about 28%, no sharp cut-off; inactive = mostly below about 43%; also: 0% is about no effect
Pf growth 48h: Primary qHTS for delayed death inhibitors of the malarial parasite plastid, 48 hour incubation | P. falciparum luciferase growth in erythrocytes, 48 h | Potency, µM (series often up to 28.7 µM), for inactives: at the highest dose activity change, negative = inhibition, most hits filed as inhibitors | 310,000 tested, 5.9% active | AID 504832, 2011; also: potency is read from the fitted curve at half-maximal effect; % is scaled to controls: 0 for no effect and ±100 for the full control effect
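Growth was read as firefly luciferase luminescence after a 48 h, 37 C, 5% CO2 exposure of compounds to reporter-bearing P. falciparum cultures (0.1% parasitemia, 2% hematocrit final) in Albumax-supplemented RPMI 1640.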
Pf growth 96h: Primary qHTS for delayed death inhibitors of the malarial parasite plastid, 96 hour incubation; 320,000 tested, 6.9% active; Potency, µM (series often up to 28.7 µM), for the others: at the highest dose activity change, negative = inhibition, actives largely listed as inhibitors; AID 504834, 2011; P. falciparum luciferase reporter growth, 96 h; also: potency is read from the fitted curve at half-maximal effect; % is scaled to controls: 0 for no effect and ±100 for the full control effect
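96 h incubation, 37 C, 5% CO2, of luciferase-reporter P. falciparum-infected RBCs (2% hematocrit, 0.05% parasitemia final) with test compounds; endpoint luminescence.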
An asterisk follows results filed as active; i = inactive; ? = inconclusive; / = no result given; & = joins results of further samples; [ ] = dose if it differs, or a comment. Unless noted, calls follow the shape of the dose curve; as a rule, active = well fitted curve in the direction sought with a large enough effect; inconclusive = small, poorly fitted or top-dose-only effect, or another doubt; inactive = no such curve, though single readings can be large; an effect the other way counts as inactive or inconclusive. An unsorted share of the library; any-hit rate near 24%.

SMILES	Sm TGR inh	Giardia FBPA inh	CHX counter	Shiga inhibitor	Pf growth 48h	Pf growth 96h
CCc1nc2c(c(=O)[nH]1)C(CC)(CC)Cc1ccccc1-2	-2%	10%	-3	-10	0%	-4%
COc1cc(O)c(C(CCN2CCN(c3ccccc3)CC2)c2ccc3c(c2)OCO3)c(OC)c1 (stereo unspecified)	-7%	?	1&-1	4&-3	0.83µM*	0.33µM*
CCCCN(C)CCNC(=O)CCNC(=O)Cn1ccc2ccccc2c1=O	4%	6%	-3	-3	5%	8%
Cc1c(NC(=O)C(C)OC(=O)COc2cccc3c2OC(C)(C)C3)c(=O)n(-c2ccccc2)n1C (stereo unspecified)	-6%	0%	2	5	6%	92%[activator]
O=C(CN1C(=O)COc2ccccc21)NCCN1CCc2ccccc2C1	-34%	?	4	30	-9%	9%
COc1cccc(CC(=O)OCC(=O)N2CCN(c3ccc(F)cc3)CC2)c1	3%	5%	1	-5	30%	59%[activator]
NS(=O)(=O)c1ccc2nc(NC(=O)Nc3ccccc3F)sc2c1	-1%	-2%	50*	105*	192%[activator]	368%[activator]
NC(=O)NC(=O)C(OC(=O)CCNS(=O)(=O)c1ccccc1)c1ccccc1 (stereo unspecified)	-3%	/	/	/	5%	78%[activator]
CC(C)C(NC(=O)c1cccc(S(=O)(=O)N2CCOCC2)c1)C(=O)NCCc1ccccn1 (stereo unspecified)	4%	2%	-7	-6	5%	/
Cc1ccc(S(=O)(=O)N2CCN(C(=O)CCOc3cc(C)ccc3C)CC2)cc1	9%	/	/	/	?	?
NC(=O)CN1C2CCC1CC(NC(=O)C1CC1)C2 (stereo unspecified)	0%	4%	4	9	27%	/
Cc1ccc(NC(=O)C(C)S)cc1 (stereo unspecified)	17%	-22%	-1	4	15%	?
COc1ccc(C2NCCC3(O)CCCCC23)c(OC)c1OC (stereo unspecified)	?	-1%	0	-5	-4%	0%
CC(=O)Nc1cc[n+](CC(=O)c2cccc([N+](=O)[O-])c2)cc1	-21%	0%	-2	-9	?	?
COc1cc(S(=O)(=O)n2ccc(C)n2)c(OC)cc1Cl	-5%	0%	-3	3	2%	/
CCN(CC)CCN1C(=O)C(=O)/C(=C(/O)c2c(C)[nH]c(C(=O)OC)c2C)C1c1ccc(C)o1 (stereo unspecified)	20µM*	-28%	16	3	30%[activator]	54%[activator]
O=C(CCCc1nc(-c2ccccc2Cl)no1)NC1CCCC1	-2%	-7%	-14	-9	?	?
COc1ccc(N(CC(=O)N/N=C/c2ccc(C(=O)O)cc2)S(=O)(=O)c2ccc(NC(C)=O)cc2)cc1	-8%	-5%	5	-4	16%	15%
O=C(CSc1nnc(-c2ccccc2)c(-c2ccccc2)n1)NCc1ccco1	40µM*	3%	13	0	10µM*	-24%
Cc1ccc2[nH]c(=O)c(CC(=O)O)c(-c3ccccc3)c2c1	9%	12%	-1	2	10%	1%
CC(C)[C@H](NC(=O)c1ccccc1F)C(=O)Nc1ccc(F)c(F)c1	-9%	-8%	11	27	-15%	-17%
COc1ccc(OC)c(Cc2nnc(CCC(=O)NC3CCCC3)o2)c1	19%	0%	18*	45	25%	?
O=S(Cc1ccc(Cl)cc1)CC(O)COCc1ccc(Cl)cc1 (stereo unspecified)	0%	1%	11	20	2%	4%
COc1ccccc1CNC(=O)C(C)NS(=O)(=O)c1ccccc1 (stereo unspecified)	?	4%	-2	-5	-27%	33%[activator]
O=C(COC(=O)[C@@H]1CCCN1S(=O)(=O)c1ccc(Cl)cc1)NC1CCS(=O)(=O)C1 (stereo partly specified)	-8%	/	/	/	-9%	45%[activator]
c1ccc(-c2noc(CN3CCc4sccc4C3)n2)cc1	/	-7%	18*	50	18%	?
O=C(COC(=O)CNC(=O)c1ccco1)Nc1ccccc1OC(F)F	7%	-4%	-2	5	0%	4%
O=C(Cc1ccccc1)NCCSCc1ccco1	-28%	1%	12	13	/	91%[activator]
Cc1nc(N[C@@H](Cc2ccccc2)C(=O)O)c2oc3ccccc3c2n1	14%	27%	-2	1	10%	0%
O=C(NCc1ccco1)C1(c2ccc(Br)cc2)CCCC1	-27%	0%	7	3	/	-1%
Cc1cnc(C(=O)Nc2ccc(N3CCCCC3)cc2)cn1	4%	-1%	32*	84*	i	219%[activator]
CCC1=NN(C(=O)Cc2ccccc2)C(O)(c2ccncc2)C1 (stereo unspecified)	12%	-1%	-1	-7	?	?
COc1cc(/C=N/OCC(=O)NC2CCCCC2C)ccc1OCc1ccc(Cl)cc1 (stereo unspecified)	8%	-6%	56*	150*	110%[activator]	43%[activator]
Nc1ccc(C(=O)c2ccccc2C(=O)O)cc1Cl	4%	-1%	11	-5	12%	-19%
O=C(NCc1cccc(C(F)(F)F)c1)c1ccc(=O)[nH]c1	-4%	-3%	-2	17	10%	60%[activator]
O=C(NCCCCCCNC(=O)c1ccccc1O)c1ccccc1O	-4%	6%	10	8	8.3µM*	?
O=C(c1c[nH]c(=O)n(-c2ccccc2)c1=O)N1CCc2ccccc21	70%[activator]	3%	0	11	3%	?
COc1ccc(NC(=O)c2oc3ccccc3c2NC(=O)C2CC2)cc1	-8%	-6%	7	-8	?	10%
CCOC(=O)C1=NN(C(=O)c2cccc(Br)c2)C(O)(C(C)(C)C)C1 (stereo unspecified)	1%	6%	20*	74*	?	6%
O=C(CC1C(=O)N(c2ccc(F)cc2)C(=O)N1Cc1ccccn1)Nc1ccccc1 (stereo unspecified)	-18%	-1%	-2	5	/	-28%
COc1ccc(/C(N)=N/OC(=O)CN(C)S(=O)(=O)c2ccccc2)cc1	19%	-4%	14	41	15%	-1%
CC(=O)Nc1ccc(NCN2C(=O)C3C4CCC(C4)C3C2=O)cc1 (stereo unspecified)	2%	6%	-4	-10	28%	-8%
O=C(c1cc(O)c(O)c([N+](=O)[O-])c1)c1ccccc1F	-12%	0%	/	/	5%	-11%
COc1ccc(NC(=O)CSCc2cc(=O)n3nc(C4CC4)sc3n2)cc1	-18%	/	0	-3	-1%	?
O=C(O)CCCC(=O)N1N=C(c2ccccc2)CC1c1ccc2nccnc2c1 (stereo unspecified)	-3%	7%	8	-2	14%	3.7µM*

Arranged by length of the SMILES (rising): three of the compounds above
SMILES	Sm TGR inh	Giardia FBPA inh	CHX counter	Shiga inhibitor	Pf growth 48h	Pf growth 96h
Nc1ccc(C(=O)c2ccccc2C(=O)O)cc1Cl	4%	-1%	11	-5	12%	-19%
Cc1cnc(C(=O)Nc2ccc(N3CCCCC3)cc2)cn1	4%	-1%	32*	84*	i	219%[activator]
CC(=O)Nc1ccc(NCN2C(=O)C3C4CCC(C4)C3C2=O)cc1 (stereo unspecified)	2%	6%	-4	-10	28%	-8%

19 entries already listed, ordered by molecular weight, falling:
SMILES	Sm TGR inh	Giardia FBPA inh	CHX counter	Shiga inhibitor	Pf growth 48h	Pf growth 96h
O=C(COC(=O)[C@@H]1CCCN1S(=O)(=O)c1ccc(Cl)cc1)NC1CCS(=O)(=O)C1 (stereo partly specified)	-8%	/	/	/	-9%	45%[activator]
COc1cc(/C=N/OCC(=O)NC2CCCCC2C)ccc1OCc1ccc(Cl)cc1 (stereo unspecified)	8%	-6%	56*	150*	110%[activator]	43%[activator]
O=C(CC1C(=O)N(c2ccc(F)cc2)C(=O)N1Cc1ccccn1)Nc1ccccc1 (stereo unspecified)	-18%	-1%	-2	5	/	-28%
COc1ccc(NC(=O)CSCc2cc(=O)n3nc(C4CC4)sc3n2)cc1	-18%	/	0	-3	-1%	?
CCOC(=O)C1=NN(C(=O)c2cccc(Br)c2)C(O)(C(C)(C)C)C1 (stereo unspecified)	1%	6%	20*	74*	?	6%
O=C(O)CCCC(=O)N1N=C(c2ccccc2)CC1c1ccc2nccnc2c1 (stereo unspecified)	-3%	7%	8	-2	14%	3.7µM*
COc1ccc(/C(N)=N/OC(=O)CN(C)S(=O)(=O)c2ccccc2)cc1	19%	-4%	14	41	15%	-1%
O=C(COC(=O)CNC(=O)c1ccco1)Nc1ccccc1OC(F)F	7%	-4%	-2	5	0%	4%
O=C(NCCCCCCNC(=O)c1ccccc1O)c1ccccc1O	-4%	6%	10	8	8.3µM*	?
COc1ccc(NC(=O)c2oc3ccccc3c2NC(=O)C2CC2)cc1	-8%	-6%	7	-8	?	10%
COc1ccccc1CNC(=O)C(C)NS(=O)(=O)c1ccccc1 (stereo unspecified)	?	4%	-2	-5	-27%	33%[activator]
Cc1nc(N[C@@H](Cc2ccccc2)C(=O)O)c2oc3ccccc3c2n1	14%	27%	-2	1	10%	0%
O=C(c1c[nH]c(=O)n(-c2ccccc2)c1=O)N1CCc2ccccc21	70%[activator]	3%	0	11	3%	?
CC(=O)Nc1ccc(NCN2C(=O)C3C4CCC(C4)C3C2=O)cc1 (stereo unspecified)	2%	6%	-4	-10	28%	-8%
c1ccc(-c2noc(CN3CCc4sccc4C3)n2)cc1	/	-7%	18*	50	18%	?
O=C(NCc1cccc(C(F)(F)F)c1)c1ccc(=O)[nH]c1	-4%	-3%	-2	17	10%	60%[activator]
O=C(c1cc(O)c(O)c([N+](=O)[O-])c1)c1ccccc1F	-12%	0%	/	/	5%	-11%
Nc1ccc(C(=O)c2ccccc2C(=O)O)cc1Cl	4%	-1%	11	-5	12%	-19%
O=C(Cc1ccccc1)NCCSCc1ccco1	-28%	1%	12	13	/	91%[activator]

Going on with the list.
SMILES	Sm TGR inh	Giardia FBPA inh	CHX counter	Shiga inhibitor	Pf growth 48h	Pf growth 96h
CN(C(=O)COC(=O)CN1C(=O)c2ccccc2C1=O)c1c(N)n(Cc2ccccc2)c(=O)[nH]c1=O	2%	/	/	/	1%	-6%
CC(C)(CO)NS(=O)(=O)c1ccc2c(c1)C(=O)c1cc(S(=O)(=O)NC(C)(C)CO)ccc1-2	0%	6%	-4	-13	-6%	-24%
COc1cc(/C=C/C(=O)O)ccc1S(=O)(=O)N1CCCc2ccccc21	1%	-16%	2	24	-1%	-14%
NCCNc1ccc([N+](=O)[O-])c(NC2CC2)c1	-7%	0%	-2	-7	-24%	-25%
Cc1cc(C)c2nc(-c3ccccn3)cc(C(=O)NCc3ccc(S(N)(=O)=O)cc3)c2c1	4%	0%	-2	-6	23%	29%
O=C(Nc1sccc1C(=O)N1CCOCC1)c1cccnc1	-30%	-3%	-1	7	36%[activator]	3.3µM*
Cc1onc(-c2ccccc2Cl)c1C(=O)N(C)CC(=O)Nc1ccc(F)c(F)c1F	5%	/	/	/	?	?
CNc1nc(C23CC4CC(CC(C4)C2)C3)cs1	-13%	0%	0	-7	?	33%[activator]
COc1ccccc1NC(=O)COc1ccc(Br)cc1CNCCCN1CCOCC1	-14%	0%	11	23	?	2%
O=C(CSc1nnc(COc2cccc3cccnc23)o1)N1CCc2ccccc21	-3%	7%	-1	43	25%	-2%
CCCNC(=O)c1ccc(COc2ccc(Cl)cc2)o1	?	8%	6	-2	8%	?
Cc1ccc(S(=O)(=O)Oc2ccc(C3C4=C(CCCC4=O)OC4=C3C(=O)CCC4)cc2)cc1	-18%	/	-3	-18	?	?
CCCCn1nnc(N(C(=O)c2cccs2)C(=O)c2cccs2)n1	4.5µM*	1%	37*	86*	47%[activator]	11%
O=C(CNC(=O)c1ccccc1)NCC(=O)OCC(=O)c1ccc(F)cc1	6%	7%	2	17	14%	5%
CC(C)C(NS(=O)(=O)c1ccccc1)C(=O)NC1CCCC1 (stereo unspecified)	0%	/	1	-10	3%	28%
